Assay outcomes from PubChem BioAssay.
CSM14.1 death rescue – rescue of cells from ER stress-induced death, primary screen, 384-well, CSM14.1, thapsigargin, ATP luminescence (AID 1222). CSM14.1 thapsigargin-induced death rescue, ATP luminescence; higher % means a stronger effect. cellular ATP content (survival), % at 20 µM, or EC50 in µM where a hit was titrated. 190,000 tested, under 10 active;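 active means EC50 below 50 µM in the dose-response confirmation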;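 further: death triggered by thapsigargin at about 15 µM added after 2 h compound pretreatment; cell ATP read after overnight thapsigargin exposure of roughly 18 to 22 hours; normalized against plate controls of thapsigargin alone and 5% DMSO vehicle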
Dynein cargo inh – dynein cargo transport inhibition | 3617.4 mouse cells, GR-EGFP nuclear translocation imaging; test concentration mostly 20 µM; stimulated with dexamethasone, 1 µM; active compounds read low | z-score, hits read low | 220,000 tested, 0.47% active | AID 1381;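 active means plate z-score of nuclear minus cytoplasmic receptor signal below a set negative limit, without overly bright fluorescence or cell loss, cut at about -3.5 in these data, passing the limit was not always enough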;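 further: z-score of nuclear minus cytoplasmic ring GR-EGFP intensity difference per well; some compounds called inactive have numbers as strong as hits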
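Also added – dexamethasone, 1.0 µM final · Buffer or medium – tet-free, stripped-serum medium · Schedule – induction 48 h, compound 1 h, agonist 30 min · Detection – formaldehyde fixation, Hoechst nuclear stain, 10x automated fluorescence imaging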
PhoP inhibition – PhoP-dependent GFP reporter repression – Salmonella Typhimurium, primary screen (AID 1863) | S. Typhimurium PhoP-regulated promoter GFP reporter, 4 h; higher % means a stronger effect | one-dose inhibition, % at 50 µM; IC50 in µM for titrated hits | 300,000 tested, 0.16% active;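 active means inhibition over 29.93%, a cutoff 3 SD above the screen mean, later confirmed by dose response; inconclusive means inhibition over 29.93% but no dose response follow-up; inactive means inhibition at most 29.93% or unconfirmed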;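 further: 0% = low Mg2+ inducing control and 100% = high Mg2+ repressing control; strong numbers were not always called active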
T cell HTS – T cell immune modulation candidate; 2C CD8+ T cell-vesicle binding, flow cytometry; active compounds read low; calls only at 7 µM; 330,000 tested, 0.068% active;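 active means response, share of CD8 T cells binding vesicles, and their 90th percentile fluorescence all below set limits, cut at about 80% in these data, passing the limit was not always enough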
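Also added: QL9-peptide-loaded Drosophila micro-vesicles bearing Ld, ICAM-1 and B7-1; Test system: purified 2C TCR transgenic mouse naive CD8+ T cells; Measured by: cytometric PE anti-B7-1 and Alexa647 anti-CD8 signals after 1% paraformaldehyde fixation; Timing: binding step 1.5 h, 37 °C, antibody labelling 20 min, ice.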
Autophagy HCS – autophagy modulation, high-content screen; calls only at 10 µM (by protocol); MEF GFP-LC3 puncta imaging; test concentration mostly 10 µM; 190,000 tested, 0.98% active; AID 463193;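 active means percentage of spot-positive cells more than 3 SD above its plate mean, without a fluorescence outlier flag or 80% toxicity; inconclusive means no clear call, values can overlap the other calls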;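 further: spot-positive cell cutoff set from DMSO-treated cells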
Lipid droplet – modulators of hepatic lipid droplet formation; AID 1656; inhibition, % at 6.5 µM; AML12 mouse hepatocytes, oleate lipid droplets, BODIPY imaging; 240,000 tested, 0.4% active;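 active means lipid droplet intensity inhibited by at least 50%, with more than 500 cells counted; inconclusive means wells with under 300 cells, treated as cytotoxic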
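Test system: AML12 mouse liver cells; schedule: overnight exposure; technique: high-content imaging of BODIPY-stained droplets and DAPI nuclei; read-out: % inhibition of corrected integrated BODIPY droplet signal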
Insulin prom up – MIN6 insulin promoter up-regulation | z-score at 5 µM | MIN6 insulin promoter-GFP reporter, high-content imaging; active compounds read high | 190,000 tested, 0.3% active;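 active means z-score above 3 at 5 µM with at least 500 cells counted in the well; inconclusive means wells under 500 cells, flagged as cytotoxic or low count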
MT stabilize HCS – stabilizes microtubules in HeLa cells; HeLa tubulin immunostaining HCS, 24 h; share of cells brighter than vehicle mean+2SD; % tubulin-high responders, % at 10 µM; 200,000 tested, 0.83% active;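 active means plate Z-score above 3 for both tubulin-high and condensed-nucleus cell shares, with cell loss under 80%, at 10 µM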;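 further: anti alpha tubulin signal scored within the nucleus-defined area of each cell; some results filed as inactive read as strong as hits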
bCat nuc transl – alters nuclear translocation of beta-catenin in HeLa cells; immunofluorescence imaging; 190,000 tested, 0.3% active; nuclear translocation activity, % at 5 µM;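 active means nuclear translocation activity above 50% at 5 µM, with a well cell count of 50 or more; inconclusive means wells under 50 cells across six images, flagged as toxic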;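 further: per-cell ratio of nuclear to cytoplasmic median beta-catenin stain intensity; plate controls were DMSO negative control for no effect and GSK-3 inhibitor IX positive control for full effect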
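Signal – beta-catenin immunofluorescence imaging with DAPI · Test system – human HeLa cell line · Dosing – 5 µM primary single dose, 0.1% DMSO, 0.02–20 µM confirmation series · Measure – % activation, nuclear-to-cytoplasmic median beta-catenin signal ratio per cell · Incubation – 24 h compound exposure at 37°C, 5% CO2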
Dynein cargo inh cytoplasmic EGFP – further read-out of Dynein cargo inh, marked with its call; z-score; measured here: cytoplasmic GR-EGFP intensity; active compounds read high
Dynein cargo inh nuclear GR-EGFP – second read-out of Dynein cargo inh, no call of its own (marks repeat the call); z-score; measured here: nuclear GR-EGFP intensity;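 lower value marks the stronger effect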
Dynein cargo inh cell count – recorded beside Dynein cargo inh, whose call it bears; z-score; measured here: cell count per field
Insulin prom up cell count – recorded beside Insulin prom up, whose call it bears; cell count; measured here: cytotoxicity, nuclei count;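 total cells summed across four imaged fields per well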
Lipid droplet cells 6.5 µM – second read-out of Lipid droplet, no call of its own (marks repeat the call); cell count; measured here: cell count, cytotoxicity flag;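 cells counted across two imaged fields per well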
bCat nuc transl cell count 5 µM – recorded beside bCat nuc transl, whose call it bears; cell count; measured here: cell count, cytotoxicity flag
T cell HTS vesicle-bound % – further read-out of T cell HTS, marked with its call; double positive events, %; measured here: CD8+ vesicle-bound cell fraction;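 binding gate set so that unloaded-vesicle control wells show 10% double positive cells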
MT stabilize HCS Hoechst-high % – also measured in MT stabilize HCS; calls as there; % Hoechst-high responders; measured here: nuclear condensation Hoechst responders;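 share of cells brighter than vehicle mean plus two SD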
MT stabilize HCS cytotoxicity % – further read-out of MT stabilize HCS, marked with its call; toxicity, %; measured here: cytotoxicity by cell density;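 0% = mean cell density of plate MIN control wells and 100% = no cells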
Autophagy HCS cell loss 18 h – second read-out of Autophagy HCS, no call of its own (marks repeat the call); toxicity, %; measured here: cell loss, nuclei count;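 cell loss after 18 h compound exposure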
* marks the source's active call; other numbers are inactive results; i = inactive; ? = inconclusive; / = no result given; + = active, no number. An unsorted share of the library. Share with any hit: about 3%.

Every second line gives: bCat nuc transl cell count 5 µM	MT stabilize HCS Hoechst-high %	Insulin prom up	Insulin prom up cell count	Dynein cargo inh	MT stabilize HCS	T cell HTS	CSM14.1 death rescue	Dynein cargo inh cytoplasmic EGFP	Dynein cargo inh nuclear GR-EGFP	Autophagy HCS cell loss 18 h	Autophagy HCS	PhoP inhibition	Lipid droplet cells 6.5 µM	MT stabilize HCS cytotoxicity %	T cell HTS vesicle-bound %	Dynein cargo inh cell count	bCat nuc transl	Lipid droplet
> CCc1ccc(S(=O)(=O)N(C(=O)c2ccncc2)c2ccc(OC(=O)c3ccncc3)cc2)cc1
 : 934	1.8	-0.48	1199	0.068	1.6	i	-1.1%	-0.28	0.27	-6	i	-6%	497	1.3	37	0.12	-0.9	-2
> COC(=O)c1[nH]c2ccccc2c1NC(=O)CN1CCN(C(=O)c2ccco2)CC1
 : 956	4.4	-0.2	1306	3.5	6.1	i	-1.8%	-0.095	1.8	-3	i	8%	/	12	23	-2.2	-2.9	/
> CCCCNc1nc2ccccc2n1CC(=O)N1CCc2ccccc2C1
 : 1152	2.9	0.01	1213	0.91	5.4	i	-1.6%	-0.23	0.53	-7	i	-14%	/	5.1	38	-0.99	-1.5	/
> CN1C(N)=NC(=O)/C1=C/c1ccc(OC(F)(F)F)cc1
 : 1109	2.5	-0.01	1173	0.081	4.5	i	/	-0.31	0.35	-4	i	7%	666	8.0	61	-0.41	-1.0	0
> CCC(C)(C)NC(=O)c1ccc(S(=O)(=O)N2CCCCCC2)cc1
 : 1183	1.1	-1	1622	0.64	2.1	i	0.2%	-0.22	-0.058	-10	i	5%	666	7.8	25	0.56	-3.8	1
> CCCC(=O)Nc1sc2c(c1C(=O)OC)C(C(=O)OC)CC2 (stereo unspecified)
 : 970	2.8	/	/	-0.41	4.1	i	-1.2%	-0.21	-0.4	0	i	-3%	747	5.3	41	0.97	0.0	-16
> COc1ccccc1NNC(=O)c1cccnc1Oc1ccccc1
 : 1314	/	-0.87	1391	0.27	/	i	/	-0.3	-0.15	/	/	-60%	750	/	30	0.83	1.0	2
> Cc1cc(C)nc(SCc2csc(N)n2)n1
 : 1148	3.6	1.6	1130	-0.29	5.2	i	0.7%	-0.13	-0.31	-5	i	-1%	/	3.9	1	0.29	0.5	/
> Cc1ccccc1NC(=S)N1CCC(C(=O)c2ccc(F)cc2)CC1
 : 1042	2.2	0.35	1709	-0.48	1.0	i	-0.8%	1.3	-0.4	-14	i	15%	624	6.4	43	0.53	0.0	1
> COc1cccc(C2C3CN(C)CC=C3C(C#N)=C(N)C2(C#N)C#N)c1OC (stereo unspecified)
 : 1057	2.1	/	/	2.5	2.8	i	2.9%	17	5.1	/	?	3%	601	20	58	1.4	-1.0	-1
> COc1ccc(S(=O)(=O)Cc2ccc(C(=O)N3CCc4ccccc4C3)o2)cc1
 : /	3.1	0.57	987	1.3	2.5	i	0.8%	0.23	0.93	2	i	13%	/	9.0	46	-1.1	/	/
> CC#CCCC(=O)N1C=Cc2ccccc2C1C#N (stereo unspecified)
 : 932	3.4	1.9	1453	-0.76	5.8	i	0.9%	-0.33	-0.092	1	i	8%	/	13	58	0.45	-0.8	/
> COc1cccc(-n2c(O)c(C=NCc3ccccn3)c3ccccc3c2=O)c1
 : 1293	/	-0.34	963	-0.16	/	i	/	-0.28	0.45	/	/	/	747	/	27	0.84	0.7	-17
> CC(NC(=O)/C=C/c1ccc(Br)cc1)c1ccc(Cl)cc1 (stereo unspecified)
 : 648	2.0	0.28	1257	-0.37	6.1	i	-1.6%	-0.23	0.33	12	i	-9%	771	2.3	51	0.42	-6.0	14
> COc1cc(/C=C(\C#N)C(=O)NC(C)C)ccc1OCc1ccc(C(=O)O)cc1
 : 1367	/	-0.51	1380	-0.24	/	i	/	-0.25	-0.17	/	/	-5%	672	/	35	0.14	0.3	-16
> CCc1nnc(NC(=O)C2CCCN2C(=O)Nc2ccccc2)s1 (stereo unspecified)
 : 863	0.9	0.24	1609	0.65	1.6	i	-0.2%	-0.26	0.32	13	i	6%	650	1.6	59	0.11	-1.4	1
> CCn1c(SCC(=O)N/N=C/c2ccccc2OCC(=O)O)nnc1-c1ccccc1
 : 1340	/	0.48	1042	-0.43	/	i	/	-0.22	0.19	/	/	1%	748	/	50	0.17	-1.4	23
> COC(=O)c1c(CCl)noc1C(=O)NCC1CCCO1 (stereo unspecified)
 : 1447	2.5	0.24	1621	-1.2	3.3	i	-1.2%	-0.18	-0.079	10	i	19%	/	3.5	53	0.7	-2.5	/
> N#C/C(=C\c1ccc(/C=C(/C#N)c2nn(CCO)c(N)c2C#N)cc1)c1nn(CCO)c(N)c1C#N
 : 969	1.6	/	/	-0.28	6.7	i	-1.9%	-0.16	-0.15	-22*	+	-26%	636	2.3	7	0.2	2.8	7
> Cc1nc(SCC(=O)Nc2c(C)nn(C)c2C)c2cnn(-c3ccccc3)c2n1
 : 1445	1.9	-0.41	1506	-0.17	2.0	i	-0.6%	-0.22	-0.72	-2	i	8%	/	4.9	52	-0.054	2.9	/
> CC(=O)c1sc(-c2cccc(Cl)c2)nc1C
 : 1116	3.1	0.23	1563	2	3.4	i	-1.3%	-0.21	1	4	i	5%	681	1.1	43	-1.9	-5.8	12
> O=C(CCc1nc2ccccc2[nH]1)N1CCN(C(=O)c2ccco2)CC1
 : 596	2.0	0	1099	0.32	2.6	i	-0.5%	-0.18	1.2	9	i	5%	742	2.4	64	-0.81	0.0	13
> CCCc1ccc(Oc2cc(Cl)nc(N)n2)cc1
 : 1118	2.3	0.89	1319	-0.072	2.4	i	-2.3%	-0.23	-0.03	-6	i	-9%	617	5.2	26	0.08	-1.7	-40
> CC1CC(C)CN(CCC(=O)Nc2cccc(Cl)c2)C1 (stereo unspecified)
 : 947	0.8	-1.2	1246	-0.43	1.1	i	-2.9%	-0.25	0.064	6	i	4%	750	8.1	39	0.57	0.0	-7
> COC(=O)CCCNS(=O)(=O)c1ccc2ccccc2c1
 : 1150	2.7	/	/	0.42	3.4	i	-1.2%	-0.29	0.14	3	i	-2%	735	6.4	20	-0.061	2.7	0
> COc1ccccc1-n1cc(C(=O)NCC(=O)NCc2ccc(F)cc2)c2ccccc2c1=O
 : 1117	0.9	-0.36	1243	-0.3	3.1	i	-1.0%	-0.28	-0.32	-6	i	-1%	698	9.8	14	0.028	-1.1	4
> COc1ccc(C(=O)/C=C/Nc2ccc([N+](=O)[O-])cc2C)c(OC)c1
 : 1168	0.7	-0.61	1687	-1.1	2.2	i	-2.6%	0.074	-0.68	14*	+	-8%	670	1.1	9	0.38	0.3	20
> S=C(NCC1COc2ccccc2O1)Nc1ccc(Br)cc1 (stereo unspecified)
 : /	2.6	0.98	1371	-0.75	2.1	i	7.8%	-0.29	-0.65	1	i	0%	680	6.3	42	1.1	/	2
> Cc1ccsc1/C=N/N1CCN(c2ccccc2)CC1
 : 1425	1.6	-0.58	1340	1.3	2.4	i	-2.5%	0.68	0.57	16	i	-3%	/	7.0	11	-1.4	3.4	/
> CCCc1nnc2c(N(C)S(=O)(=O)c3ccc(C)cc3)nc3ccccc3n12
 : 1012	2.1	0.07	1349	-0.29	5.5	i	-2.2%	-0.27	-0.3	14	i	2%	621	5.7	34	-0.027	-1.9	4
> Cn1c(O)c(/C=C2\C=Nc3ccccc32)sc1=Nc1ccc(C(=O)O)cc1
 : 1279	/	/	/	0.97	/	i	/	-0.27	0.58	/	/	-11%	750	/	8	-0.58	0.9	10
> CC1CC(=O)Nc2ccc([N+](=O)[O-])cc2N1C (stereo unspecified)
 : 1095	1.4	-0.05	1467	-0.0088	2.5	i	0.5%	-0.32	-0.23	5	i	1%	738	0.3	47	0.35	0.4	18
> CCOc1ccc(OCC)c(NC(=O)CSc2nc3ccccc3c(=O)n2C)c1
 : 1179	3.9	-0.3	1319	-1.4	2.0	i	2.3%	-0.2	-0.62	7	i	-1%	/	13	43	0.73	2.7	/
> Cc1cccc(NC(=O)C2CCCN(S(=O)(=O)c3ccc4c(c3)oc(=O)n4C)C2)c1 (stereo unspecified)
 : 1260	/	/	/	-0.79	/	i	/	-0.22	0.34	/	/	-3%	708	/	30	0.17	-1.6	5
> COc1ccc(CC(=O)NCc2nnc(SCC(=O)Nc3cccc(F)c3)n2C)cc1
 : 1061	2.9	0.13	1590	0.88	2.7	i	0.2%	-0.014	1.1	3	i	0%	784	8.5	44	-1.6	-2.6	20
> O=C1c2ccccc2-c2ccc(C(=O)N3CCCCC3)cc21
 : 1579	1.6	/	/	-0.63	1.5	i	0.4%	-0.18	-0.46	-4	i	10%	657	2.5	40	-0.51	0.2	-9
